# SR-BI DiI inh: inhibitors of mouse SR-BI mediated HDL lipid uptake; ldlA[mSR-BI] CHO cells, DiI-HDL uptake fluorescence, 3 h; inhibition, % at 12.5 µM; 320,000 tested, 0.96% active;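 active = mean replicate inhibition of at least 70% and a set share of replicates each scoring 70 or more; inconclusive = meets just one of the two criteria; inactive = fails both criteria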;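 also: 0% = median of neutral control wells and 100% = median of positive control wells; values of inactives mirror those of a sister screen read the other way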
# Target sequence (Q61009 whole entry, looked up): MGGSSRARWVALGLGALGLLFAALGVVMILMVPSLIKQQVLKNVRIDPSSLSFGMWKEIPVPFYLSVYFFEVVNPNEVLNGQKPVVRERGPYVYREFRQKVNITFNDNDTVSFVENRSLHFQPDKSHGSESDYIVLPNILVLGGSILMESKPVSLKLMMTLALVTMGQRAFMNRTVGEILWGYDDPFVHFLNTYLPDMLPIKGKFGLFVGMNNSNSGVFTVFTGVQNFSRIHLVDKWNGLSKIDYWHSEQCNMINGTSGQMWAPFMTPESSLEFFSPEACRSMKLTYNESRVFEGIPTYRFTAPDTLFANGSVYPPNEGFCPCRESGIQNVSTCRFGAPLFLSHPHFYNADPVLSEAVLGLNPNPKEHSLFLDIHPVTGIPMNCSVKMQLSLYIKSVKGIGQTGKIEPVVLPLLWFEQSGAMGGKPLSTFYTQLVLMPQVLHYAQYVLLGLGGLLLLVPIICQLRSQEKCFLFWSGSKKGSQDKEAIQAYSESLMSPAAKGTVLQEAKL
# MITF act: activators of MITF-driven TRPM1 promoter activity in SK-MEL-5 cells; 300,000 tested, 0.75% active; AID 588334; SK-MEL-5 TRPM1-promoter luciferase, 24 h; % of positive control, neutral wells = 0; activation, % at 12.5 µM;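 active = mean activation of at least 80% with every replicate also reaching 80%; inconclusive = mean reaches 80% but some replicate falls short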;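 also: 0% = neutral control wells and 100% = parthenolide positive control wells; values of inactives mirror those of a sister screen read the other way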
# dFosB act: enhances mouse delta FosB homodimer DNA binding; 340,000 tested, 0.99% active; purified delta FosB, TAMRA-CDK5 oligo fluorescence polarization; percent of positive-control signal above neutral wells; P13346; activation, % at 25 µM;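 active = mean activation above about 17%, with every replicate also reaching it, limit read from the data, passing the limit was not always enough; inconclusive = only one of the two conditions met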;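 also: fluorescence polarization rise as delta FosB binds a TAMRA Cdk5 AP-1 oligo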
# Target sequence (P13346 whole entry, looked up): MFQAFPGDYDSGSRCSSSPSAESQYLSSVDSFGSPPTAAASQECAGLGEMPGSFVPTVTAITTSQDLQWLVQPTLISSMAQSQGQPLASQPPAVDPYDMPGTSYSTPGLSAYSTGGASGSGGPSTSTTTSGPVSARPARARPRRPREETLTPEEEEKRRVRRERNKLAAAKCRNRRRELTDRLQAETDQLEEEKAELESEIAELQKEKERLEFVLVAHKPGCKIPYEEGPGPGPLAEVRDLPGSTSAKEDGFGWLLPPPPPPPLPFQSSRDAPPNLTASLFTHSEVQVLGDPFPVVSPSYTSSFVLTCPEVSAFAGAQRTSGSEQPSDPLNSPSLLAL
# SUMO Mot1 rescue: blocks SUMOylation pathway, rescuing yeast Mot1-301 growth; S. cerevisiae Mot1-301 growth rescue, ATP luminescence, 38.5C; percent above DMSO median, 100 means doubled; growth rescue, % at 18.8 µM; 320,000 tested, 1% active; AID 2716;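 active = every valid replicate shows activation above 250% relative to neutral control wells; inactive = the rest, any valid replicate at or below 250%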;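 also: OY570 slx delta 5 strain wells were the positive control but not used for scaling; some compounds called inactive have numbers as strong as hits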
# SR-BI uptake up: enhances SR-BI lipid uptake from DiI-HDL; 320,000 tested, 0.096% active; CHO ldlA[mSR-BI] cells, DiI-HDL uptake fluorescence, 3 h; 100 = double the neutral-control signal; activation, % at 12.5 µM;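 active = mean replicate activation of at least 60% and every replicate at or above 60%; inconclusive = mean or all-replicate condition met, but not both; inactive = mean below 60% and not all replicates reaching 60%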;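 also: 0% = median plate neutral-control signal and 100% = twice that signal; values of inactives mirror those of a sister screen read the other way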
#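 Test system: SR-BI-overexpressing, LDLR-lacking CHO cells; Medium: Ham's F12 with 0.5% BSA, HEPES 25 mM, pH 7.4; Schedule: 3 h, 37 °C; Technique: bottom-read fluorescence, 550/595 nm.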
# Arr AP2 block: human beta-arrestin and AP2 interaction inhibition; FITC-arrestin peptide / GST-AP2 beads, flow cytometry; AP2 beta2 appendage carries R879A mutation; inhibition, % at 10 µM; 340,000 tested, 0.31% active;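 active = inhibition above a set limit, near 3 SD of compounds lacking own fluorescence, cut at about 54% in these data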;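 also: plate controls were DMSO wells for no effect and 5 µM unlabelled arrestin peptide for full effect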
#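 Measured by: flow cytometry, FL1 (488/535 nm); Material: AP2 appendage R879A on GSH beads; Evaluation: percent response; Timing: pre-incubation 12 min, peptide binding 1 h, room temperature; Also added: 50 nM FITC-arrestin peptide; Medium: PBS with 0.05% Tween 20 and 0.1% BSA.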
# PKA-R1A act: activates the PKA-R1A holoenzyme complex | PKA-R1A dissociation, Cy5-IP20 fluorescence polarization; scaled: DMSO 0%, 113 µM cGMP 100% | activation, % at 11.4 µM | 340,000 tested, 0.083% active;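 active = percent activation above the mean of all tested compounds plus 3 SD, cut at about 19% in these data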;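 also: higher means more PKAc released from R1A so a rise in polarization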
# PKA-R2B activ: activates the human PKA-R2B holoenzyme complex. P22694+P31323. PKA-R2B holoenzyme dissociation, Cy5-IP20 fluorescence polarization; R2B truncated from residue 108, S112A mutant; 0% DMSO only, 100% 113 µM cGMP. activation, % at 11.4 µM. 340,000 tested, 0.079% active. AID 504700;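 active = activation above a cutoff set at the mean over all compounds plus 3 SD, cut at about 18% in these data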;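 also: higher means more holoenzyme dissociation and a rise in polarization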
# CDK5 p35 inh: inhibitors of human CDK5/p35 kinase. inhibition, % at 10 µM. Q00535+Q15078. AID 488839. 330,000 tested, 0.01% active. Recombinant CDK5/p35, ADP-Glo luminescence, 60 min;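 active = highest replicate inhibition of at least 50% and at least 75% of replicates reaching 50%; inconclusive = only one of the two criteria met; inactive = both criteria failed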;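 also: plate controls were DMSO neutral control for no effect and GW8510 at 10 µM for full effect; many of its hits are not listed in these tables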
# DSG3 Ab inh: inhibitors of pemphigus antibody binding to human desmoglein-3; AID 588358; binding (percent of control), % at 10 µM; P32926; DSG3-coupled beads, scFv-anti-DSG3-GFP binding, flow cytometry; hits give low values; 310,000 tested, 0.48% active;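 active = binding more than 3 SD below its plate's average and above zero; inconclusive = below that plate limit but binding exactly zero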;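 also: hits lower antibody fragment binding to DSG3; some compounds called inactive have numbers as strong as hits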
# NSD2 HMT inh: inhibitors of human histone methyltransferase NSD2; 310,000 tested, 0.54% active; inhibition, % at 12.5 µM; NSD2 peptide methylation, AlphaScreen, 120 min; in the data active = inhibition above about 50%
# * marks the source's active call; other numbers are inactive results; ? = inconclusive; . = no result given.
SMILES,SR-BI DiI inh,MITF act,dFosB act,SUMO Mot1 rescue,SR-BI uptake up,Arr AP2 block,PKA-R1A act,PKA-R2B activ,CDK5 p35 inh,DSG3 Ab inh,NSD2 HMT inh
Cc1cccc(N2CC(C(=O)OCC(=O)Nc3sccc3C(N)=O)CC2=O)c1C (centres undefined),-12.2,2.7,-8.3,0.3,12.2,-2.2,-7.6,-9.3,1.6,128.1,1.6
CCOC(=O)Cc1c(C)nc2c(C#N)c(C)nn2c1C,-9.6,1.5,1.9,23.9,9.6,-4.2,11.2,-1.2,-2.2,.,12.2
CCOc1cc(NC(=O)C2CCCO2)c(OCC)cc1NC(C)=O (centres undefined),-10.3,-8.4,7.3,0.9,10.3,24.0,-6.1,-8.9,-0.7,109.5,10.5
CCOc1ccc2nc(NC(=O)c3cccnc3)sc2c1,18.2,67.5,-1.5,-3.1,-18.2,-2.1,3.4,-3.0,-1.8,73.2,0.0
O=C(OCc1ccc(F)cc1)c1cc(S(=O)(=O)N2CCCCC2)ccc1N1CCOCC1,3.5,0.3,7.6,-3.4,-3.5,7.8,-2.1,-2.7,-1.3,101.6,-1.0
CCCN1C2CCCC1CC(NC(=O)c1cc(OC)cc(OC)c1)C2 (centres undefined),-14.0,7.8,-8.8,-8.1,14.0,-21.0,-3.8,-10.1,1.1,90.0,7.7
CC(Oc1ccc2c(-c3ccccc3)cc(=O)oc2c1)C(=O)NCCN1CCOCC1 (centres undefined),-3.0,-4.0,-10.4,4.6,3.0,-10.8,0.3,-5.2,.,99.5,-5.0
CC1CC(C)CN(C(=O)C2CCN(S(=O)(=O)c3cccs3)CC2)C1 (centres undefined),.,.,-4.6,6.5,.,-0.2,-7.8,-5.0,1.7,96.2,50.3*
O=C(CSc1ccc(F)cc1)NCCc1ccc(Cl)cc1,.,-9.9,-0.1,-4.8,.,-9.7,6.5,-3.8,-1.8,101.7,-5.8
Cc1c(C(=O)OCC(=O)N(C)c2ccccc2)cccc1[N+](=O)[O-],18.6,-2.3,2.4,4.7,-18.6,37.5,-14.5,-2.3,0.4,101.7,-1.1
COc1cnc(-c2ccccn2)nc1N(C)c1ccccc1,-10.3,-15.5,-0.7,-0.9,10.3,-0.4,6.6,-6.6,-1.7,89.3,4.8
CN1c2ccc([N+](=O)[O-])cc2C(C)(C)C12C=Cc1cc(C(=O)O)ccc1O2 (centres undefined),-19.8,1.6,3.1,-25.0,19.8,44.1,-7.1,-5.1,-0.4,110.0,5.8
COC(=O)C1=C(Nc2ccc(C)cc2)C=C(C)C(C(=O)OC)C1c1cccc(OC)c1 (centres undefined),18.7,.,-8.1,-27.5,-18.7,-1.9,-0.4,6.1,2.8,.,-1.6
Cc1ccc(C(=O)Nc2nccs2)cc1,19.9,28.4,-0.7,9.9,-19.9,-3.7,-10.9,-10.6,0.8,.,-1.4
COc1cccc2c(=O)c(C/C=C(/C)Cl)c(C)[nH]c12,6.5,0.4,-5.2,217.8,17.8,0.9,1.6,0.3,1.5,101.3,-0.1
c1coc(CN2CN=C(Nc3nc4ccccc4s3)NC2)c1,-23.4,38.7,0.9,-14.2,23.4,3.8,1.6,5.6,1.2,107.1,-12.3
COc1ccccc1CNC(=O)COC(=O)c1ccc2c(=O)n3c(nc2c1)CCCCC3,5.6,5.0,-9.9,42.0,-5.6,29.3,-3.8,5.9,-1.3,106.0,-2.3
O=C(CN1CCCCC1)Nc1ccc(S(=O)(=O)N2CCOCC2)cc1,-12.2,6.0,-4.1,-2.6,12.1,-0.1,10.4,5.3,-0.5,96.1,-2.8
CCOC(=O)N1CCC(=NNC(=O)Cn2ccc(C(F)(F)F)n2)CC1,-10.1,-13.4,-7.0,4.6,10.1,2.0,-6.1,-5.6,0.0,102.3,-1.3
CC(C)CCOP(=O)(c1ccc(N(C)C)cc1)C(Nc1ccccc1)c1ccc(N(C)C)cc1 (centres undefined),-16.8,2.1,-7.7,2.0,16.8,23.2,-10.1,-3.5,0.5,.,15.7
OCC1(Cc2ccccc2)CCCN(Cc2cn[nH]c2-c2ccccc2)C1 (centres undefined),-13.1,4.7,-4.4,278.6,13.1,-1.2,-3.6,-1.0,-0.7,98.0,3.2
COC(=O)c1ccc(NC(=O)CCOc2ccccc2)cc1,-15.5,-0.4,-3.9,0.4,15.5,-20.6,5.7,-6.8,-2.0,104.2,.
CC(C)c1ccc(NC2CCCN(C(=O)CN3CCCC3=O)C2)cc1 (centres undefined),-13.8,1.1,-4.9,24.4,13.8,-14.0,-0.4,-8.1,0.7,.,1.1
CCC(CC)n1c(C)cc(=O)n1C(CC)CC,-6.3,-0.5,-2.3,.,6.3,3.9,4.1,-0.2,1.7,99.1,-1.1
CN(C)c1ccc(C=C2C=Cc3ccccc32)cc1,37.6,35.3,-5.0,.,-37.7,3.3,-8.1,-1.3,0.1,126.8,-2.9
CCn1c(=S)sc2c(=O)n(CC(=O)Nc3ccccc3C(F)(F)F)c(C)nc21,-11.1,-12.0,9.0,7.6,11.1,1.6,-5.8,4.7,0.1,119.7,-3.9
O=C1/C(=C/c2cccs2)Sc2ccccc21,-5.0,-4.5,-1.7,52.4,5.0,23.7,-7.6,3.9,0.2,123.7,28.2
CC(C)Oc1cccc(C(=O)C2CCCN(Cc3ccc(Oc4ncccn4)cc3)C2)c1 (centres undefined),3.9,0.9,-5.2,8.2,-3.9,22.4,2.7,-3.7,0.3,.,4.0
CCOc1ccc(NC(=O)CN(C)C(=O)c2cccnc2Sc2ccc(Cl)cc2)cc1OCC,-81.9,-4.1,-16.6,-12.8,81.9*,6.3,-7.3,-8.7,-7.2,106.5,1.8
COC(=O)[C@H](CC(C)C)NC(=O)c1cc2c(cn1)[nH]c1ccccc12,-25.1,3.6,-10.7,-12.7,25.1,34.3,-1.4,0.8,-1.1,104.4,24.2

# Next part, overlapping the part above by 2 compounds.
SMILES,SR-BI DiI inh,MITF act,dFosB act,SUMO Mot1 rescue,SR-BI uptake up,Arr AP2 block,PKA-R1A act,PKA-R2B activ,CDK5 p35 inh,DSG3 Ab inh,NSD2 HMT inh
CCOc1ccc(NC(=O)CN(C)C(=O)c2cccnc2Sc2ccc(Cl)cc2)cc1OCC,-81.9,-4.1,-16.6,-12.8,81.9*,6.3,-7.3,-8.7,-7.2,106.5,1.8
COC(=O)[C@H](CC(C)C)NC(=O)c1cc2c(cn1)[nH]c1ccccc12,-25.1,3.6,-10.7,-12.7,25.1,34.3,-1.4,0.8,-1.1,104.4,24.2
CSc1ccccc1OCc1cc(C(=O)NCc2ccc(C)s2)no1,-3.1,36.2,-3.5,7.8,3.1,-3.6,-5.4,-9.7,-0.7,100.1,-0.8
CCC(C)(C)C1CCC(NC(=O)c2ccc(S(=O)(=O)N3CCOCC3)cc2)CC1 (centres undefined),-66.6,8.6,-3.6,-6.6,66.6*,5.7,4.2,-5.4,-0.7,91.7,-4.2
Cc1ccc(S(=O)(=O)N/N=C\c2cn(CC(N)=O)c3ccccc23)cc1C,-34.5,-6.7,-1.3,5.2,34.5,-5.0,1.3,1.9,-2.1,113.7,.
COc1ccc(C(=O)NC2CCCCCC2)cc1S(=O)(=O)N1CCCc2ccccc21,29.9,15.6,0.9,-4.1,-29.9,-6.8,-14.4,-15.8,-7.0,88.2,2.0
CC1CC(C)CN(C(=O)COC(=O)c2cc3ccccc3cc2O)C1 (centres undefined),28.1,-7.8,6.7,-5.1,-28.1,0.6,-7.5,2.9,2.3,103.9,-1.4
COc1cc(NC(=O)c2c(F)c(F)c(F)c(F)c2F)c(OC)cc1Cl,30.0,-38.9,3.6,-6.7,-30.0,-5.2,3.6,-0.1,0.3,107.5,1.7
O=C(c1cnn2c(C(F)(F)F)cc(-c3ccccc3)nc12)N1CCCCC1c1cccnc1 (centres undefined),7.7,-18.5,-6.9,3.4,-7.7,-2.2,-7.0,-2.5,0.3,106.0,-1.1
CN(C)c1ccc(-c2nnc(SCC3CCCO3)n2C)cc1 (centres undefined),13.7,41.5,-2.9,-7.2,-13.7,-2.5,-3.9,-5.2,-0.2,95.0,1.1
O=C(NCCO)c1ccc(Oc2ccc(C(F)(F)F)cc2[N+](=O)[O-])cc1,-5.5,4.0,-13.2,439.6,5.5,4.2,-11.7,-6.7,-7.2,109.3,-0.9
COc1ccc(NC(=O)CN(C)S(=O)(=O)c2cccc3nsnc23)cc1OC,-20.3,-11.4,1.8,1.8,20.3,0.9,-12.2,8.1,0.9,80.0,-0.2
COc1ccc(C2=CC(=O)CC(c3ccc(OC)cc3)C2)cc1 (centres undefined),16.3,22.2,-9.9,673.2*,-16.3,28.0,-9.7,5.0,-0.1,102.9,.
CCc1cc(C(=O)c2ccc(C)cc2)c(NC(=O)CCl)s1,43.1,9.0,-8.8,-9.1,-43.1,-5.0,-12.5,-3.5,0.1,108.2,-0.1
CC(=O)O[C@H]1C[C@@]2(C)[C@@H](C[C@@H](O)[C@H]3[C@@]4(C)CC[C@@H](O)[C@@H](C)C4CC[C@@]32C)/C1=C(\CCC=C(C)C)C(=O)O (some centres undefined),-10.9,-0.3,-0.6,-31.3,10.9,2.6,-3.0,6.6,-1.8,109.6,.
Cc1ccc(/C=N/c2sc(Cc3ccccc3)c(C)c2C(N)=O)o1,-6.2,7.7,-10.2,-25.8,6.2,-4.0,-3.0,-8.8,2.3,109.8,-0.3
Cn1nc([N+](=O)[O-])nc1Sc1nnc(-c2ccccc2)o1,-1.2,-11.3,6.5,5.1,1.2,1.2,-4.3,-15.1,-0.5,105.1,0.4
O=C(Nc1ccc(/C=C/c2nc3ccccc3o2)cc1)c1cccc(C(F)(F)F)c1,54.7,10.1,-12.8,-5.1,-54.7,7.6,2.0,-6.9,-0.3,105.6,6.0
Cc1ccc(Cn2nnc3c(=O)[nH]c(C4CCCN(S(=O)(=O)c5ccc(F)cc5)C4)nc32)cc1 (centres undefined),-13.8,-7.5,?,-3.1,13.8,-9.0,-4.7,-1.0,0.4,99.1,1.8

# Assay outcomes as filed in PubChem BioAssay.

# Compounds as they come. Share with any hit: about 4.7%.
